# Bioassay records deposited in PubChem by Broad Institute.
# RAD54 branch: inhibitors of human RAD54 branch migration, primary screen, biochemical, fluorescence, single point. RAD54 Holliday junction branch migration, FAM/BHQ fluorescence. AID 602329, 2012. DNA repair and recombination protein RAD54-like (Homo sapiens), Q92698. inhibition, % at 10.4 µM. 360,000 compounds, 0.14% hits;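 active = mean normalized replicate activity at least 40 and at least half of replicates scoring 40 or more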;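 also: 0% = median of neutral control wells and 100% = median of positive control wells; inhibitors cause a drop in the FAM fluorescence signal; in these data hits start at about 50%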
# RAD52 inh: RAD52 DNA annealing inhibitors, primary screen, biochemical, FRET, single point, set 2. inhibition, % at 18.7 µM. DNA repair protein RAD52 homolog (Homo sapiens), P43351. recombinant RAD52 DNA annealing, FRET fluorescence. 360,000 compounds, 0.46% hits;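 active = every replicate showing at least 50% inhibition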
# EWS-Fli block: EWS/Fli-driven NR0B1 reporter inhibitors, primary screen, A673 cells, NR0B1 luciferase, luminescence, MLPCN library; inhibition, % at 12.6 µM; 350,000 compounds, 0.67% hits; viability-normalised;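 active = mean inhibition of at least 50% after viability correction, with every replicate also passing that limit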;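 also: firefly luciferase signal divided by Alamar Blue viability fluorescence both relative to DMSO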
# S100A4 MyoIIA: inhibitors of S100A4-myosin IIA peptide binding, primary screen, biochemical, fluorescence polarization, TAMRA-MyoIIA peptide; Protein S100-A4 (Homo sapiens), P26447; inhibition, % at 10.7 µM; 360,000 compounds, 0.14% hits;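 active = mean inhibition of at least 70% across replicates, with every replicate also reaching that level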
# Target sequence (P26447 whole entry, looked up): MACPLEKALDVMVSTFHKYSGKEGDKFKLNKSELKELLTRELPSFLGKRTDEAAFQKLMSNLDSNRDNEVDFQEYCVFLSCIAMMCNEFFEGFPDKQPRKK
#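 Material: S100A4 monomer protein / Buffer or medium: 50 mM HEPES pH 7.2, 10 mM CaCl2, 100 mM KCl / Times: 5 min incubation before reading / Benchmarks: neutral control DMSO, positive control TFP / Reagent: labelled myosin peptide probe, 5 nM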
# Xi reactivation: activators of inactive X chromosome reactivation, primary screen, imaging, XiGFP fibroblasts, GFP high-content imaging, set 2 | XiGFP mouse fibroblasts, % GFP-positive cells imaging, 3 d; cells co-treated with 5-aza-dC sensitizer; scaled so ellipticine positive control = 100% | activation, % at 7.58 µM | 360,000 compounds, 0.055% hits | AID 743238, 2013;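 active = mean normalized replicate activation at least 10% and every replicate at or above 10%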;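 also: 0% = median of on-plate neutral control wells and 100% = ellipticine 6 µM median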
#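 Material: XiGFP fibroblasts, SV40-immortalized; Buffer or medium: DMEM containing 5-aza-dC; Compound dosing: single point; Times: 3 days compound exposure.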
# E-selectin induc: E-selectin induction in HUVECs, primary screen, imaging, HUVEC, immunofluorescence imaging, single point; 260,000 compounds, 0.37% hits; normalized: neutral wells 0, TNF-alpha wells 100; activation, % at 7.58 µM; AID 686992, 2013;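 active = mean E-selectin-positive cell signal at least 10% of the positive control, reached in at least 60% of replicates, without over 20% cell loss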;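 also: in these data hits start at about 27%; measured in HUVEC primary endothelial cells; signal is the percent of cells scored E-selectin positive by PE staining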
# Target sequence (P16581 whole entry, looked up): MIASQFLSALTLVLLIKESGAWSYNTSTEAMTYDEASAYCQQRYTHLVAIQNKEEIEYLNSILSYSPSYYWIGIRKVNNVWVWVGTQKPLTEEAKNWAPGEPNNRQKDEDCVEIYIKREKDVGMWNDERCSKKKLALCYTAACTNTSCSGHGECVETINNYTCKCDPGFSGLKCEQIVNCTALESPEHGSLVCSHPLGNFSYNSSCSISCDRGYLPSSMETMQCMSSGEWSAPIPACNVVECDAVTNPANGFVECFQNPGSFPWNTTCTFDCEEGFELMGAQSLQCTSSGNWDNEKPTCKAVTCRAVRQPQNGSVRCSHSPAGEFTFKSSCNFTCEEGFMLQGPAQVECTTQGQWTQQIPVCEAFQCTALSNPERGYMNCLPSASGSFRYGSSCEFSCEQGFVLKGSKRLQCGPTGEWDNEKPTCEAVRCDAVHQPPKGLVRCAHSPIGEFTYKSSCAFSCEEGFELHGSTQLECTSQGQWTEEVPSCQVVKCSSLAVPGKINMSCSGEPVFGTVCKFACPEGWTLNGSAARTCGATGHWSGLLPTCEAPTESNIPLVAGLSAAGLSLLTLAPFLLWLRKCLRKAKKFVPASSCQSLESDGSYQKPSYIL
#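 Assay system: HUVEC primary endothelial cells. Input: 3,000 HUVEC seeded per well. Doses: one compound dose added by pin transfer. Read-out basis: % PE-positive cells. Benchmarks: TNF-alpha high, DMSO low. Detection: immunofluorescence imaging. Buffer or medium: EGM-2, gelatin.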
# FN deposition inh: inhibitors of fibronectin matrix deposition, primary screen, AH1F cells, Alexa488-fibronectin fluorescence, plate reader. AH1F fibroblasts, overnight. inhibition, % at 12.6 µM. 350,000 compounds, 0.086% hits. AID 743247, 2014;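 active = mean inhibition across replicates of 30% or more, regardless of how many single replicates reach that level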;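 also: positive control wells lacked labelled fibronectin entirely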
#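 Material: AH1F fibroblasts assembling fluorescent fibronectin matrix; amount: 10000 AH1F cells/well; medium: DMEM, 2% serum; reagent: Alexa488-fibronectin, 24 nM final in well; dosing: single compound dose, delivered by pin transfer; incubation: 1 h adhesion, overnight exposure; detection: fluorescence after three HBSS washes, excitation 485 nm, emission 525 nm; measure: fibronectin deposition inhibition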
# esBAF inh: Bmi1 luciferase reporter increase in mESCs, primary screen, esBAF inhibitor project, mouse ES cells, Bmi1 luciferase knock-in, single point. 350,000 compounds, 2% hits. AID 602393, 2012. 24 h; 100% = twice the neutral-well signal. reporter increase, % at 12.5 µM; in the data active = activation above about 40%;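 also: 0% = median of the plate's neutral control wells and 100% = double that signal; a rise in the Bmi1 reporter signal indicates esBAF inhibition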
# The depositor's hits bear a star; x = no result given. Hits appear at their usual frequency; any-hit rate near 3%.
SMILES,RAD54 branch,RAD52 inh,EWS-Fli block,S100A4 MyoIIA,Xi reactivation,E-selectin induc,FN deposition inh,esBAF inh
CC(=O)Nc1cccc(NS(=O)(=O)c2c(C)noc2C)c1,4.8,-12.5,-0.5,-8.2,0.0,1.4,4.0,-2.4
O=C(COc1ccc2c3c(c(=O)oc2c1)CCC3)c1ccc2c(c1)OCO2,-1.3,-2.7,x,-1.6,x,x,-4.5,3.5
CCN(Cc1ccc(N(C)C)cc1)C(C)C(=O)Nc1ccc(S(=O)(=O)N2CCCC2)cc1 (stereo not given),-5.2,-13.3,-8.4,-3.1,-0.1,-0.1,x,2.1
CC(=O)c1c(C)[nH]c(C(=O)COC(=O)c2cccs2)c1C,1.5,-10.6,-55.9,-0.9,0.0,0.9,-11.6,48.6*
CCc1ccc(-c2nc(CS(=O)CC(=O)NCc3ccc4c(c3)OCO4)c(C)o2)cc1 (stereo not given),-11.9,-18.4,9.0,13.0,0.0,x,-11.1,-0.9
Cc1ccc(S(=O)(=O)N(CC(=O)NCc2ccncc2)Cc2ccccc2F)cc1,6.2,-6.1,2.7,-18.6,0.0,0.1,9.0,1.4
CC1CCc2sc(C(=O)NNS(=O)(=O)c3ccc(F)c(F)c3F)cc2C1 (stereo not given),-8.2,10.2,-1.0,0.5,0.0,0.0,-5.1,-1.4
COc1ccccc1S(=O)(=O)N(C)C[C@H]1OCc2cn(nn2)CCCC(=O)N([C@H](C)CO)C[C@H]1C,6.1,15.0,3.1,5.7,0.2,0.1,2.0,-2.0
COc1ccc(N2CCN(c3ccc([N+](=O)[O-])cc3Cl)CC2)cc1,-11.7,x,x,x,0.1,-0.1,7.5,6.6
O=C(CSc1ncccn1)NC(=O)Cc1ccccc1,-6.1,-12.8,-2.7,-3.5,-0.2,x,9.5,-3.6
CC(C)[C@@H](C)NC(=O)N(C)C[C@H]1OCc2ccccc2-c2ccccc2C(=O)N([C@@H](C)CO)C[C@H]1C,0.9,3.3,-4.3,-1.2,-0.9,0.1,0.3,1.0
COC(=O)C(C)Sc1nc2ccsc2c(=O)n1Cc1ccccc1 (stereo not given),-5.0,-13.3,-1.4,0.2,0.1,x,11.8,-4.0
O=C(O)CCC(=O)N1CCc2cc(S(=O)(=O)N3CCN(c4ccc(F)cc4)CC3)ccc21,0.7,-13.2,1.8,1.4,0.1,-0.1,10.4,-8.1
CCC(C)(C(=O)NC1CCCCC1)N(C(=O)CNC(=O)c1ccccc1)c1c(C)n(C)n(-c2ccccc2)c1=O (stereo not given),x,-18.5,2.3,1.1,0.4,-1.5,x,x
C[C@@H]1CN([C@@H](C)CO)C(=O)c2cccc(NC(=O)C3CCCCC3)c2O[C@H]1CN(C)Cc1ccc(Cl)c(Cl)c1,-5.3,-6.2,3.0,6.0,0.3,0.0,10.8,0.4
CCOC(=O)c1c(S(=O)(=O)NCC(=O)N2CCN(c3cccc(OC)c3)CC2)c(C)n(C)c1C,-2.4,-7.6,2.2,-5.4,0.0,x,3.3,-0.5
O=C(NC1CCC1)[C@H]1[C@H](CO)[C@H]2Cn3c(ccc(-c4ccc(F)cc4)c3=O)[C@H]2N1Cc1ccccn1,12.9,5.7,-0.7,-1.9,0.5,0.5,x,-2.1
CCOc1cc(/C=N\Nc2nc(-c3ccc(C)cc3)c(NC(C)=O)s2)ccc1O,x,-10.0,16.4,-2.1,0.0,0.0,-4.0,x
C[C@@H]1CN([C@@H](C)CO)C(=O)c2cccc(NC(=O)c3ccncc3)c2O[C@H]1CN(C)Cc1ccc(C(=O)O)cc1,4.0,4.9,-3.9,12.1,0.0,x,x,0.4
Cc1ccn(C(C)CC(=O)N2CCc3ccccc32)n1 (stereo not given),5.2,-5.2,7.3,0.2,0.2,x,5.0,-2.2
Oc1ccc(Cc2ncc(C(F)(F)F)cc2Cl)cc1,x,-12.2,3.9,2.1,0.4,x,24.0,x
CCOC(=O)c1c(NC(=S)NC(C)=O)sc(C)c1C,x,-9.1,-5.3,-10.9,0.0,-0.6,8.6,x
COc1ccc2c3c(n(C)c2c1)[C@H](CO)N(CC1CCCC1)CC31CCN(C(=O)Nc2ccccc2)CC1,x,-107.0,16.3,-6.1,0.3,-0.5,x,x
Cn1ccnc1C(=O)c1ccc(N)cc1,-10.1,-25.9,x,-1.8,-0.1,x,8.7,-3.1
COCC#Cc1cnc2c(c1)C(=O)N([C@@H](C)CO)C[C@H](C)[C@@H](CN(C)C(=O)C1CCCCC1)O2,6.0,0.8,-3.9,5.3,0.1,0.1,x,-0.9
CCN(Cc1cnn(C)c1)C(=O)c1cc(COc2ccc(F)cc2F)on1,x,-11.4,-23.7,-9.6,0.3,0.1,-2.2,20.0
CC(C)NC(=O)N(C)C[C@H]1Oc2c(NC(=O)c3nc4ccccc4s3)cccc2C(=O)N([C@H](C)CO)C[C@H]1C,-1.6,8.2,-10.1,2.6,0.0,-0.8,x,0.2
CC1(C)C2C/C(=N\O)C(C)(/[N+]([O-])=C/c3cccc([N+](=O)[O-])c3)CC21 (stereo not given),6.1,-4.0,25.1,-3.0,0.3,4.0,5.4,-0.1
CC(=O)N1[C@@H]2Cn3c(ccc(-c4cccc(F)c4)c3=O)[C@H]1[C@@H](C(=O)NCC1CC1)[C@@H]2CO,-3.0,5.6,-1.8,-2.7,0.4,0.7,x,-0.8
Cc1noc(C)c1S(=O)(=O)Nc1ccc2c(c1)C(=O)N([C@@H](C)CO)C[C@@H](C)[C@@H](CN(C)C)OCCCC[C@H](C)O2,-5.3,-3.4,-16.5,9.8,0.4,1.3,-5.7,-1.3
COc1ccc(CCNC(=O)CN2CCOc3ccccc32)cc1OC,0.1,-10.6,-1.2,-0.8,0.2,0.0,1.4,-4.3
CNC[C@H]1Oc2cc(C#Cc3cccc(OC)c3)ccc2S(=O)(=O)N([C@@H](C)CO)C[C@@H]1C,-2.5,-27.1,11.0,-5.6,-0.9,-0.1,x,0.0
CC(C)NC(=O)N1C[C@@H]2[C@H](c3ccccc31)[C@@H](CO)N2C(=O)C1CCCC1,3.1,4.2,0.7,2.4,0.2,0.2,x,-1.7
O=C1S/C(=C\c2ccc(N3CCOCC3)o2)C(=O)N1Cc1c(F)cccc1Cl,7.0,-36.1,12.9,-12.3,x,x,x,-6.2
O=C(C[C@H]1CC[C@@H]2[C@H](COC[C@@H](O)CN2C(=O)C2CCOCC2)O1)NCc1ccncc1,4.2,-77.8,-1.5,-26.5,0.1,0.0,3.0,3.7
CN(C)/C=N/c1nc2nccc(-c3ccccn3)n2n1,x,-24.6,3.5,-1.5,0.0,x,15.3,x
Cc1ccc(S(=O)(=O)N/N=C/c2ccccc2O)cc1[N+](=O)[O-],x,-24.1,-28.0,-4.9,0.0,0.0,-7.0,x
O=C(CSc1ncnc2c1oc1ccccc12)Nc1cccc(C(F)(F)F)c1,-1.9,-5.7,5.8,-6.2,-0.1,0.3,4.9,13.2
COc1ccc(S(=O)(=O)Nc2ccc3c(c2)C(=O)N([C@@H](C)CO)C[C@@H](C)[C@H](CN(C)C(=O)CCCN(C)C)OCCCC[C@@H](C)O3)cc1,11.1,12.5,-8.4,-4.7,-0.5,0.1,x,7.7
COc1ccc(CNC(=O)C[C@@H]2C=C[C@@H](NC(=O)Nc3ccc4c(c3)OCO4)[C@@H](CO)O2)cc1,-0.2,-17.0,-4.1,-19.6,0.1,0.2,-1.7,2.8

# The final four compounds of the section before come first, to join the parts:
SMILES,RAD54 branch,RAD52 inh,EWS-Fli block,S100A4 MyoIIA,Xi reactivation,E-selectin induc,FN deposition inh,esBAF inh
Cc1ccc(S(=O)(=O)N/N=C/c2ccccc2O)cc1[N+](=O)[O-],x,-24.1,-28.0,-4.9,0.0,0.0,-7.0,x
O=C(CSc1ncnc2c1oc1ccccc12)Nc1cccc(C(F)(F)F)c1,-1.9,-5.7,5.8,-6.2,-0.1,0.3,4.9,13.2
COc1ccc(S(=O)(=O)Nc2ccc3c(c2)C(=O)N([C@@H](C)CO)C[C@@H](C)[C@H](CN(C)C(=O)CCCN(C)C)OCCCC[C@@H](C)O3)cc1,11.1,12.5,-8.4,-4.7,-0.5,0.1,x,7.7
COc1ccc(CNC(=O)C[C@@H]2C=C[C@@H](NC(=O)Nc3ccc4c(c3)OCO4)[C@@H](CO)O2)cc1,-0.2,-17.0,-4.1,-19.6,0.1,0.2,-1.7,2.8
COc1ccc(OCC(O)Cn2c(Nc3cccc(C)c3)nc3c2c(=O)n(C)c(=O)n3C)cc1 (stereo not given),-3.1,-8.3,8.3,18.5,-0.1,0.8,2.0,x
COc1cccc(-c2cnc3c(NC=O)cc(-c4ccc(OC)cc4OC)cn23)c1,1.2,-8.9,31.9,-4.6,0.7,0.2,5.2,-43.1
O=C(Cc1ccc(-n2c(=O)c3ccccc3n(CC(=O)Nc3ccc(F)cc3F)c2=O)cc1)NCc1ccco1,-5.2,-60.7,-5.0,-4.5,0.0,9.7,-10.9,x
Cc1nn(-c2ccccc2)c(C)c1-c1ccccc1O,6.5,4.9,-33.3,-9.8,0.2,0.4,9.9,14.5
O=C(NNC(=O)C1C2C=CC(C2)C1C(=O)O)c1ccccc1 (stereo not given),-0.7,9.5,-7.7,4.0,0.2,x,-2.7,24.7
CC(Sc1nncn1C)C(=O)Nc1ccc(Cl)cn1 (stereo not given),-3.7,-11.9,8.9,6.6,0.6,x,1.0,x
O=C(Nc1ncccn1)c1cc(-c2ccc(F)cc2)nc2ccccc12,11.5,-28.8,3.2,-0.2,-0.2,x,x,-6.8
C=CCn1c(C2CCCCC2)n[nH]c1=S,-1.3,-6.8,10.8,8.0,0.4,-0.1,0.9,-0.9
C[C@@H]1CN([C@H](C)CO)C(=O)c2cc(-c3ccc(C(=O)N(C)C)cc3)cnc2O[C@H]1CN(C)C(=O)c1ccncc1,-1.2,17.0,-4.4,-12.5,0.1,-0.2,-20.6,-4.0
Cc1ccc(OCc2n[nH]c(=S)n2-c2ccc(Br)cc2)cc1,6.7,-13.8,20.5,-2.5,0.0,x,-7.4,-7.3

# Quoted from the listing:
# S100A4 MyoIIA, O=C(Nc1ncccn1)c1cc(-c2ccc(F)cc2)nc2ccccc12 : -0.2
# S100A4 MyoIIA, Cc1ccc(OCc2n[nH]c(=S)n2-c2ccc(Br)cc2)cc1 : -2.5
# RAD54 branch, C[C@@H]1CN([C@H](C)CO)C(=O)c2cc(-c3ccc(C(=O)N(C)C)cc3)cnc2O[C@H]1CN(C)C(=O)c1ccncc1 : -1.2
